# High-throughput results: PubChem BioAssay, several laboratories
# PolyA inhibitor: polyadenylation inhibitors in yeast reporter cells, primary screen, luminescence, S. cerevisiae; 0.02% of 300,000 active; S. cerevisiae SKY197-pL101 polyadenylation reporter, beta-gal luminescence; efflux-impaired pdr1/pdr3 knockout yeast; score 100 = 6 SD above DMSO; calls only at 12 µM;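 active means lowest replicate activity score at least 50, where 100 means six control SD above control mean; inconclusive means lowest score under 50 but half or more replicates reach 50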;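 further: yeast exposed to compound for 9 h at 30 °C; higher score means more reporter readthrough which indicates perturbed polyadenylation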
# Platelet DG rel: inhibitors of platelet dense granule secretion, primary screen, cell-based, MLPCN, human platelets. human platelet-rich plasma, SFLLRN dense granule ATP release, luminescence. inhibition, %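 (compounds screened at 7.5 µM in platelet-rich plasma)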. 0.22% of 300,000 active. AID 1663, 2009;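 active means mean replicate score, as percent of positive control, at or above 50; inconclusive means mean below 50 but at least one replicate at or above 50; inactive means mean and every replicate below 50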
# GSK3A inh: blockers of GSK3A enzyme activity – biochemical, luminescence, cell-free homogeneous, HTS, primary screen | AID 2650, 2010 | 0.1% of 320,000 active | inhibition, % at 10 µM | GSK-3 alpha kinase, ADP-Glo luminescence, 60 min;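 in the data active means inhibition above about 50%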;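 further: GST-tagged GSK-3 alpha with peptide substrate and 25 µM ATP; 0% = DMSO neutral wells and 100% = GW8510 positive control wells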
# Target sequence (P49840 whole entry, looked up): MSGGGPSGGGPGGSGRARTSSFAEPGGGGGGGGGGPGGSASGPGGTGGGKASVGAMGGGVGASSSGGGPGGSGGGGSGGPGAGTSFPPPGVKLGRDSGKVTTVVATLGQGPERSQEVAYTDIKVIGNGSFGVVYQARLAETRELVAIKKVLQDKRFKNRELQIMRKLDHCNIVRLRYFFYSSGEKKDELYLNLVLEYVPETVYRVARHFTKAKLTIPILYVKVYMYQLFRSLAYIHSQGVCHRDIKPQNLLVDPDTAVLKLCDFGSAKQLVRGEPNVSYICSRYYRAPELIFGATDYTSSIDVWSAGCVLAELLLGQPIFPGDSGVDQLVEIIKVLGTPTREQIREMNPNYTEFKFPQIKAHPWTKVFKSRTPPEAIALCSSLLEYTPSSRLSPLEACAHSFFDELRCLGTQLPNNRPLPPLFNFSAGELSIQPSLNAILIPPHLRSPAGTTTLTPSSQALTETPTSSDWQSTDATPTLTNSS
# GSK3beta inhib: human GSK3beta kinase inhibitors, primary screen, biochemical, cell-free homogeneous, HTS. GST-GSK3beta kinase, ADP-Glo luminescence, 60 min; stronger effect = lower value. 0.038% of 300,000 active. activity score (negative = inhibition), % at 10 µM. Glycogen synthase kinase-3 beta (Homo sapiens), P49841. AID 2097, 2009;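 active means more than half of replicate wells score below -50%, meaning over 50% inhibition versus plate controls; inconclusive means some replicates but at most half score below -50%; inactive means no replicate scores below -50%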;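 further: 0% = median DMSO wells and -100% = median GW8510 positive control wells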
#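 Assay system: GST-tagged human GSK3beta kinase, cell-free; Input: 1.6 ng GSK3beta; Medium: Tris/MgCl2 kinase buffer; Timing: 60 min enzyme reaction, room temperature; Signal: ADP-Glo luminescence quantifying ADP generated by kinase; Evaluation: score relative to plate controls; Benchmarks: DMSO neutral wells and GW8510 at 20 µM as positive.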
# HSP90 inh: HSP90 inhibitors, primary screen, cell lysate, luminescence | 0.91% of 290,000 active | Rabbit reticulocyte lysate, luciferase refolding luminescence, 3 h | Heat shock protein HSP 90 (rabbit reticulocyte lysate; luciferase refolding) | inhibition, % at 5.6 µM;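 active means inhibition above the screen-wide mean plus 3 SD, computed separately per campaign, cut at about 16% in these data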;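 further: 0% = DMSO wells and 100% = 60 µM geldanamycin wells; inhibitors lower the luminescence because luciferase stays unfolded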
# HSF-1 act: HSF-1 activators, primary screen, NIH3T3-HGL cells, MG132 stress, luminescence, single point; 1.7% of 300,000 active; activation, % at 9 µM; NIH3T3-HGL HSF-1 luciferase reporter, 8 h; 100% = twice DMSO control signal; AID 504408, 2011;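 active means mean replicate activation of at least 50% with a set share of replicates each reaching 50%; inconclusive means only one of those two conditions met; inactive means mean below 50% and too few replicates reaching it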;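 further: 0% = median of the neutral control wells and 100% = twice that signal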
# AI-2 QS mod: Vibrio harveyi AI-2 quorum sensing modulators, primary screen, JMH597 strain, luminescence/OD600 ratio. 0.4% of 300,000 active. Vibrio harveyi JMH597 AI-2 luminescence/OD600 ratio, 9 h; stronger effect = lower value; strain lacks LuxN and CqsS sensors; 0 = neutral-control median. activity change, % at 7.5 µM; in the data active means activity change below about -75%, passing the limit was not always enough; inconclusive means no clear call, values can overlap the other calls;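 further: luminescence divided by OD600 gain over 9 h not by final OD600 alone; inactives centre near 13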
# HDAC3 inhib: HDAC3 deacetylase inhibitors, primary screen, biochemical, fluorescence, cell-free homogeneous. inhibition, % at 8.3 µM. 0.15% of 320,000 active. Histone deacetylase 3 (Homo sapiens), O15379. recombinant HDAC3, fluorogenic peptide/trypsin coupled; in the data active means inhibition above about 26%, passing the limit was not always enough; inconclusive means no clear call, values can overlap the other calls
# Target sequence (O15379 whole entry, looked up): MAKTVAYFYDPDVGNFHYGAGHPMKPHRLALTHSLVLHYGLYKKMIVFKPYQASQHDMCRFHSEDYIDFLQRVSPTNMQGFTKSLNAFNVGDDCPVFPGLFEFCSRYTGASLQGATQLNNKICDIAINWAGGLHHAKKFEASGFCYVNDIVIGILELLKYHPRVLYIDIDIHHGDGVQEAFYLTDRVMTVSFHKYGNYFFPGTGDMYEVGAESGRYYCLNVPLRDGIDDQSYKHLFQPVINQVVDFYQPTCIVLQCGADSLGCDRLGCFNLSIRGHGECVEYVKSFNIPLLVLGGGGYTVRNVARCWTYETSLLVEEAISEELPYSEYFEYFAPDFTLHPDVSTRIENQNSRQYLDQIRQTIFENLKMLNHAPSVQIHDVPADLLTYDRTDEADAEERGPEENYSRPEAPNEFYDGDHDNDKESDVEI
# DYRK1A inh: rat Dyrk1A kinase inhibitors, primary screen, biochemical, single point, plate reader; Dual specificity tyrosine-phosphorylation-regulated kinase 1A (Rattus norvegicus), Q63470; ADP-Glo luminescence, NFATc1 peptide; inhibition, % at 12.5 µM; 0.43% of 310,000 active; AID 504441, 2011; in the data active means inhibition above about 50%;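 further: plate controls were vehicle with enzyme for no effect and no enzyme for full effect; many of its hits are not listed in these tables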
# HSF1 inh: HSF1 inhibitors in luciferase reporter cells, primary screen, cell-based, NIH3T3, luminescence. 0.77% of 300,000 active. AID 2098, 2009. NIH3T3-HGL HSE-luciferase, MG132-induced, luminescence 8 h; stronger effect = lower value. activity change, negative = inhibition, % at 7.5 µM (by protocol);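 active means more than half of replicate wells show activity change below -50%, luminescence cut by over half; inconclusive means some wells, but at most half, below -50%; inactive means no replicate well below -50%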;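 further: luciferase reports HSF-1 transcriptional activity via heat shock element; 0% = median of DMSO wells and -100% = zero luminescence signal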
# An asterisk follows results filed as active; i = inactive; ? = inconclusive; / = not tested or not shown; & = joins results of further samples. Only part of the results is shown, so the mix of outcomes need not match the whole.
PolyA inhibitor	Platelet DG rel	GSK3A inh	GSK3beta inhib	HSP90 inh	HSF-1 act	AI-2 QS mod	HDAC3 inhib	DYRK1A inh	HSF1 inh	compound
i	21	-1	4	3	-4	3	3	/	-3	Cc1cc(/C=N/NC(N)=O)c(C)n1C1CCCCC1
i	5	-2	-5	-4	3	-2	-6	-2	-1	CC1=NN(C(=O)COc2ccccc2)C(O)(c2cccnc2)C1 (centres undefined)
i	21	-2	6	0	-17	5	1	1	8	COc1ccc(NC(=O)c2cc(S(=O)(=O)N3CCOCC3)cs2)cc1
i	0&-2	-2&2	3&0	0	-16&8	12&14	-3&0	5&-2	-3&-4	CCN(CC)CCNC(=O)c1ccc(NC(C)=O)cc1
i	0	-2	-5	15	35	6	-1	-1	15	O=C(O)c1ccc2oc(SCC(=O)N3CCCCC3)nc2c1
i	18	2	2	37*	39	9	2	3	14	O=C(COc1ccc2c(c1)OCO2)Nc1nccs1
i	0	/	4	-2	/	11	/	/	/	CC(/C(O)=C(\C#N)c1nc2ccccc2n1C)N1C(=O)c2ccccc2C1=O (centres undefined)
i	-16	-2	0	-4	8	10	-8	3	7	O=C(NC(=S)NC(CO)Cc1ccccc1)c1ccc(F)cc1 (centres undefined)
i	-1	-1	1	1	2	9	/	-6	-9	CCC(C)NC(=O)N[C@@H](CCSC)C(=O)O (some centres undefined)
/	1	-2	-3	7	26	16	1	3	5	CCOC(=O)c1c(C)oc2c1C(=O)c1ccccc1C2=O

# Records listed so far printed as active in HSP90 inh.
PolyA inhibitor	Platelet DG rel	GSK3A inh	GSK3beta inhib	HSP90 inh	HSF-1 act	AI-2 QS mod	HDAC3 inhib	DYRK1A inh	HSF1 inh	compound
i	18	2	2	37*	39	9	2	3	14	O=C(COc1ccc2c(c1)OCO2)Nc1nccs1

# (list continues)
PolyA inhibitor	Platelet DG rel	GSK3A inh	GSK3beta inhib	HSP90 inh	HSF-1 act	AI-2 QS mod	HDAC3 inhib	DYRK1A inh	HSF1 inh	compound
i	-8	/	2	4	8	31	5	3	6	C=CCNC(=O)NC(=O)COC(=O)CCCSc1nc2ccccc2[nH]1
i	0	-2	0	3	1	29	3	1	-1	COc1cc(CN2CCCCCC2)cc([N+](=O)[O-])c1O
i	6	1	3	2	2	-3	-59	6	7	Cc1ccc2cc3cc(C(=O)NCCCN4CCCCCC4)oc3nc2c1
i	-2	5	4	3	-72	14	5	-2	-68*	C=CCNc1cc(C)oc(=O)c1C(=O)CCC
i	-10	0	-3	2	22	36	11	-1	27	CN(C)c1ccc(C(C#N)c2ccc(Cl)cc2)nn1 (centres undefined)
i	-1	0	3	4	-6	3	-5	-6	-5	CC(=O)Nc1ccc(S(=O)(=O)N2C(C)CCCC2C)cc1 (centres undefined)
i	12	0	-2	10	-1	17	4	3	-1	Cc1cc(C(F)(F)F)n(-c2nc(C(=O)NNS(=O)(=O)c3ccccc3)cs2)n1
i	-3	0	-1	3	1	24	6	-4	-1	NC(=O)C1CCN(c2ccc(S(=O)(=O)N3CCC(Cc4ccccc4)CC3)cn2)CC1
i	-7	-4	0	-1	/	23	-3	18	/	CCOc1ccccc1N1CCN(C(=O)c2ccncc2)CC1
i	0	-1	-1	-3	-8	24	1	/	3	CC(=O)c1ccc(N2CCN(CC(=O)N(CC(C)C)c3c(N)n(CC(C)C)c(=O)[nH]c3=O)CC2)cc1
i	-5	1	-9	-1	-13	12	1	3	-4	O=c1nc2n(c3ccc([N+](=O)[O-])cc13)CCCCC2
i	-1	1	-2	-5	12	17	2	4	-1	Cc1cccc(CCNS(=O)(=O)c2ccc(S(=O)(=O)N3CCCCC3)cc2)c1
i	13	-1	1	3	-7	16	5	-3	-4	COc1cc(NC(=S)N2CCC(C(N)=O)CC2)cc(OC)c1
i	-5	0	-2	3	-12	22	4	0	-3	CC(C)c1cc(C(=O)N2CCCC(Nc3ccc(F)cc3)C2)n[nH]1 (centres undefined)
i	0	-2	-8	-4	-10	6	-2	2	2	CCc1nc(Nc2ccccc2)c2oc3ccccc3c2n1
i	5	18	0	-8	45	26	1	5	13	Cc1ccc(NC(=O)c2ccc(CSc3ccccn3)cc2)cc1
i	10	1	1	4	4	-16	-8	-7	2	CCCC(=O)NC(=S)Nc1cccc(NC(=O)c2ccccc2Cl)c1
i	-3	-3	2	3	7	18	-4	1	-8	Oc1ccc(Cl)cc1-c1cc(C(F)(F)C(F)F)nc(-c2ccccc2)n1
i	2	-1	-2	-2	/	2	1	/	/	CCOC(=O)c1c(-c2ccccc2)csc1NC(=O)C(C)NCCCN1CCOCC1 (centres undefined)
i	-7	/	0	/	-2	18	/	-5	-2	COc1ccc(CNC(=O)CSc2nccn(-c3ccc(F)c(F)c3)c2=O)cc1
i	0	0	-1	-3	3	12	-5	0	-5	COc1ccc(NC(=O)CN2CCC(C(N)=O)CC2)cc1
i	/	2	2	3	-3	18	-2	-2	-2	COc1ccc(C2CC(c3ccc(OC)cc3)n3nc(NC(=O)c4ccco4)nc3N2)cc1 (centres undefined)
i	0	0	-2	/	11	-10	2	2	-2	CCC1Nc2ncnc(N3CCN(c4ccccc4)CC3)c2N(Cc2ccc(OC)cc2)C1=O (centres undefined)
i	-3	-4	-1	2	-10	17	-1	-3	-11	O=S(=O)(c1ccc(N2CCN(S(=O)(=O)c3ccc4c(c3)OCCO4)CC2)nc1)N1CCCC1
i	1	1	-2	0	6	16	2	3	-3	COc1ccc(CNC(=O)Cn2nc(Cc3cccnc3)c3ccccc3c2=O)cc1
i	1	0	3	1	-32	-12	1	6	-31	COC(=O)c1ccc(NC(=S)NC2CC2)cc1
i	-4	-1	-24	-3	16	17	8	-2	3	O=C(NC(=S)NCCCN1CCOCC1)c1ccc([N+](=O)[O-])cc1
i	0	0	-1	-3	16	11	-6	-1	6	CC(=O)Nc1cc(-c2nc3ccccc3o2)ccc1Cl
i	34	1	2	8	9	10	1	5	-4	CCCN(CCC)Cc1cc2ccccc2c2c1COC2
i	-1	-1	1	/	24	19	0	/	0	O=C(NCCCc1ccccc1)C1CC1
i	2	1	3	1	11	15	-2	-3	1	Cc1c(C(=O)N(Cc2ccccc2)C(C)C)cnn1-c1ccccc1
i	-4	-1	1	13	-65	2	6	-5	-65*	S=C(N/N=C/c1ccc2ncccc2c1)Nc1cccnc1
i	-13	0	-4	-3	13	-92*	1	-4	2	O=C(Cn1nnc2ccccc21)Nc1ccc([N+](=O)[O-])cc1
i	-2	-5	-1	0	0	9	-6	-3	10	CCNC(=O)CC1C(=O)N(c2ccc(C)cc2)C(=O)N1CCC(C)C (centres undefined)
i	-4	-2	0	0	32	-3	-3	4	33	CCCNC(=S)Nc1ccc(Nc2ccccc2)cc1
i	-1	-3	0	-5	1	20	7	-6	-5	CCn1c(SCc2ccc(F)cc2)nnc1-c1nn(-c2ccccc2)ccc1=O
i	0	2	-1	4	20	28	1	1	-1	Cc1cccc(N2CCN(C(=S)c3ccccc3)CC2)c1
i	4	-1	1	-4	-1	15	1	5	10	COc1cc(-c2nnc(SCc3ccccc3Cl)o2)cc(OC)c1OC
i	-3	-4	0	3	-20	9	8	-1	-15	CS(=O)(=O)Nc1ccccc1C(=O)Nc1ccc2c(c1)OCCO2
i	-26	-1	-2	0	2	11	2	-4	11	C/C=C/Cn1c(SCc2ccccc2)nc2c1c(=O)[nH]c(=O)n2C
i	2	5	-1	4	23	6	1	5	-2	Fc1ccc(F)c(C2=NNC(=NCC3CCCO3)SC2)c1 (centres undefined)
i	2	-1	1	0	39	11	1	/	7	O=C(c1ccc(N2CCC3(CC2)OCCO3)c([N+](=O)[O-])c1)N1CCOCC1
i	1	1	-5	-1	11	7	-4	2	-5	c1coc(CNc2c3c(nc4ccccc24)CCC3)c1
i	18	-3	2	-2	-8	7	-3	-6	-11	COCCn1c(SCc2nnc(-c3ccc(OC)c(OC)c3)o2)nnc1-c1ccncc1
i	2	/	2	3	7	10	/	-1	0	O=C1COc2ccccc2CN1
i	?	-1	4	1	3	1	3	/	-1	O=C(O)C1C2C=CC(C2)C1C(=O)NCc1ccccn1 (centres undefined)
i	-2	-1	-5	-5	-4	17	4	2	-5	COC(=O)c1ccncc1C(=O)Nc1ccc(OC)cc1

# 6 structures out of the list, arranged by length of the SMILES, highest first.
PolyA inhibitor	Platelet DG rel	GSK3A inh	GSK3beta inhib	HSP90 inh	HSF-1 act	AI-2 QS mod	HDAC3 inhib	DYRK1A inh	HSF1 inh	compound
i	18	-3	2	-2	-8	7	-3	-6	-11	COCCn1c(SCc2nnc(-c3ccc(OC)c(OC)c3)o2)nnc1-c1ccncc1
i	-26	-1	-2	0	2	11	2	-4	11	C/C=C/Cn1c(SCc2ccccc2)nc2c1c(=O)[nH]c(=O)n2C
i	?	-1	4	1	3	1	3	/	-1	O=C(O)C1C2C=CC(C2)C1C(=O)NCc1ccccn1 (centres undefined)
i	-2	-1	-5	-5	-4	17	4	2	-5	COC(=O)c1ccncc1C(=O)Nc1ccc(OC)cc1
i	1	1	-5	-1	11	7	-4	2	-5	c1coc(CNc2c3c(nc4ccccc24)CCC3)c1
i	2	/	2	3	7	10	/	-1	0	O=C1COc2ccccc2CN1
